# KKLEB cytotox – reduces viability of KKLEB cystic fibrosis airway cells; KKLEB CF airway cells viability, ATPlite luminescence, overnight; hits give low values; cells stimulated with P. aeruginosa culture filtrate; activity change (cytotoxicity), % at 5 µM; actives 0.36% (n = 360,000);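 active = corrected activity change at or below -50% at 5 µM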
# HIF-2a inh – HIF-2a inhibition; actives 0.72% (n = 360,000); AID 624352; 786-0 RCC cells HIF-2a reporter, luciferase luminescence, overnight; inhibition, % at 18.8 µM;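 active = inhibition of the luminescence signal of 40% or more relative to plate controls, in a single-dose primary screen at 18.75 µM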
# Shn3 inh set2 – reduces Shn3 3'UTR luciferase signal in osteoblasts; AID 588674; inhibition, % at 12.5 µM; actives 0.52% (n = 360,000); Clone20 osteoblast Shn3 3'UTR firefly luciferase, 24 h;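 active = mean inhibition of at least 75% with every replicate also reaching 75%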;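 note: 0% = median of neutral control wells and 100% = pilot-screen positive control compound; some compounds past the cut are filed as inactive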
# TWEAK Fn14 block – TWEAK-Fn14 signaling inhibition | TWEAK-stimulated Fn14 reporter cells, luciferase luminescence, 8 h | inhibition, % at 10 µM | actives 2% (n = 360,000); in the data active = inhibition above about 50%
# iPSC survival up – hiPSC single-cell survival enhancement; actives 0.044% (n = 360,000); ATPlite luminescence; 100% = ROCK inhibitor wells, 0% = DMSO; survival enhancement, % at 20 µM; in the data active = survival enhancement above about 18%;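 note: cells exposed to compounds for 16 hours before the ATP read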
# MITF TRPM1 inh – inhibitors of MITF-driven TRPM1 promoter in melanoma cells; SK-MEL-5 TRPM1 promoter luciferase, 24 h; inhibition, % at 12.5 µM; actives 0.83% (n = 330,000);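 active = mean inhibition across replicates of 60% or more, whatever share of single replicates reaches that level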; note: values of inactives mirror those of a sister screen read the other way
# NR2E3 ag-1 – activates human NR2E3 receptor; Q9Y5X4; CHO-S Gal4-NCOR/VP16-NR2E3 two-hybrid, luciferase; inhibition of corepressor binding, % at 3.98 µM; actives 0.35% (n = 360,000); AID 602229;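 active = inhibition above the mean of all tested compounds plus 3 SD, cut at about 70% in these data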;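 note: 0% = DMSO with NR2E3 transfected cells and 100% = cells lacking NR2E3 construct; higher means lower luciferase signal from less NR2E3 corepressor binding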
# Target sequence (Q9Y5X4 whole entry, looked up, the tested form may be a part): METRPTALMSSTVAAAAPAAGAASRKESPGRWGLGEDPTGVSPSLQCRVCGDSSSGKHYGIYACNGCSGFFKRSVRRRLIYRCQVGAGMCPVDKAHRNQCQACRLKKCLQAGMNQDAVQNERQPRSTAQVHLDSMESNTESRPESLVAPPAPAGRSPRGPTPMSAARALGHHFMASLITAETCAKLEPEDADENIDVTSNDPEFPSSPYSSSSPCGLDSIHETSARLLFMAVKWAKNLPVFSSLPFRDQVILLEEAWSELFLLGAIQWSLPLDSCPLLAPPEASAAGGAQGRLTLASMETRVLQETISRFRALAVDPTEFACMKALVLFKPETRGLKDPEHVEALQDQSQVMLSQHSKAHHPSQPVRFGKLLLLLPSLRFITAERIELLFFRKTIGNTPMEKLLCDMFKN
# aDG glyco act – alpha-DG glycosylation activation; Pro5-aDG cells, alpha-DG glycosylation AlphaScreen (IIH6); 0% Pro5, 100% B10-LARGE cell signal; activation, % at 10 µM; actives 0.22% (n = 360,000); AID 624168;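 active = activation of at least 8% versus controls, or a plate z-score of at least 8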;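 note: Pro5 are CHO cells carrying HIG-tagged alpha-DG that lacks glycosylation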
# CF NFkB block – blocks PAF-induced NF-kB reporter in cystic fibrosis cells; inhibition, % at 5 µM; KKLEB NF-kB-GFP reporter, GFP fluorescence overnight; actives 0.86% (n = 360,000); AID 588850;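 active = at least 50% inhibition at 5 µM, scaled per plate between neutral and stimulator controls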;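 note: PAF is a Pseudomonas aeruginosa culture filtrate used as stimulus; plate controls were PAF-stimulated DMSO wells for no effect and unstimulated DMSO wells for full effect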
# Peg3 prom inh – Peg3 promoter activity inhibition; actives 1.7% (n = 360,000); inhibition, % at 20 µM; AID 588405; HeLa PEG-Prom luciferase reporter, luminescence, overnight;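 active = inhibition of at least 50% at 20 µM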
# NR2E3 ag-2 – activates human photoreceptor nuclear receptor NR2E3; actives 0.12% (n = 320,000); inhibition of corepressor binding, % at 4.78 µM; AID 2300; GST-NR2E3/biotin-RetCOR TR-FRET, 1536-well;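 active = percent inhibition above the cutoff of mean plus 3 SD of all tested compounds, set per screening campaign, cut at about 20% in these data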;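 note: 0% = DMSO wells and 100% = biotin wells as full block of FRET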
#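 Material: NR2E3–RetCOR corepressor complex | Quantity: 1.35 nM GST-tagged NR2E3 final | Schedule: 5 h at 4 °C | Replication: Singlicate compound wells | Reagent: RetCOR corepressor, biotinylated, 7 nM | Controls: Biotin wells as high control, 0.6% DMSO wells as low control | Signal: TR-FRET, Eu(K)-anti-GST donor, streptavidin-D2 acceptor, ex 340, em 617/671 nm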
# The depositor's hits bear a star; · = not tested or not shown.
SMILES,KKLEB cytotox,HIF-2a inh,Shn3 inh set2,TWEAK Fn14 block,iPSC survival up,MITF TRPM1 inh,NR2E3 ag-1,aDG glyco act,CF NFkB block,Peg3 prom inh,NR2E3 ag-2
CC(C)OCC(O)CN1CCC(Cc2ccccc2)CC1 (centres undefined),-21,11,-10,22,-0.4,-5,-23,-0.3,9,13,7
Cc1ccc(C)c(N2CCN(S(=O)(=O)c3ccc4c(c3)C(C)(C)C(=O)N4C)CC2)c1,-1,-5,11,8,0.1,-7,7,-0.2,20,5,-1
Cc1ccc2nc(-c3ccc(NC(=O)CN4C(=O)c5ccccc5C4=O)cc3)sc2c1,-32,-211,-7,-7,-2.4,-66,-166,-0.1,42,-183,0
O=C(/C=C/c1cccs1)c1ccc(NC(=O)c2cccc(Br)c2)cc1,-6,-148,4,2,-4.7,-26,-54,0.0,-7,-61,-16
CC(C)NC(=O)COC(=O)c1ccc(Oc2ccccc2)cc1,-3,15,-22,12,-1.1,0,-16,-0.2,-2,14,2
NC(=O)N/N=C\c1cccs1,-2,4,-17,-2,-0.6,-2,-24,0.1,6,-2,0
Cc1ccc(N(C)S(=O)(=O)c2cccc(C(=O)OCC(=O)N3CCCC(C)C3)c2)cc1 (centres undefined),5,9,4,36,-2.1,13,-17,-0.3,5,0,4
Cc1ccc(NC(=O)Cn2nnc(C(=O)NCc3ccccc3)c2N)cc1C,2,15,3,5,-1.0,10,11,0.2,5,24,-1
CC(=O)Nc1ccc(Nc2cc(-c3ccccc3)nc3ncnn23)cc1,-2,17,-5,-12,1.8,5,-3,0.5,-18,35,0
O=C(Nc1ccc(N2CCOCC2)cc1)c1nc2ccccc2s1,-6,-211,-8,40,-0.7,-35,-123,-0.3,12,-175,1
CC(C)(C)n1nnnc1C(c1cc2ccccc2o1)N(CCC#N)Cc1ccccc1 (centres undefined),·,4,·,24,0.1,·,-11,-0.2,·,·,·
CC1Cc2ccccc2N1C(=O)C1CCCN1S(=O)(=O)c1ccc(Cl)cc1 (centres undefined),4,-1,10,-3,0.1,9,2,0.2,2,15,-1
COc1ccc(CC(Cc2ccc(OC)c(OC)c2)NC=O)cc1OC,-19,9,0,12,-1.8,·,-14,-0.4,-3,17,·
COc1ccc(CCNC(=O)CSc2nn(-c3ccccc3)c(=S)s2)cc1,-1,5,3,-9,-0.5,-2,-8,0.3,0,19,2
CC(C)C(=O)Nc1ccc2nn(-c3ccc(F)cc3)nc2c1,-6,-192,17,36,-0.1,-59,-165,0.0,-2,-217,0
CC[C@]12c3[nH]c4cc(-c5ccco5)ccc4c3CCN1C(=O)[C@@H](CC(=O)NCCCN(C)C)C[C@@H]2C(=O)N1CCN(C(=O)c2ccco2)CC1,11,5,1,-1,2.8,6,5,0.1,-2,-14,·
CCOC(=O)c1c(C)[nH]c(C)c1S(=O)(=O)N1CCN(c2cccc(C)c2)C(C)C1 (centres undefined),-8,6,32,-20,-0.5,-2,-27,-0.5,5,13,4
Cc1ccc(OCCNC(=O)CCc2nc3sc4c(c3c(=O)[nH]2)CCCC4)cc1,23,15,-6,-1,-0.3,6,-4,0.5,-21,23,0
CC(Oc1ccc2ccc(=O)oc2c1)C(=O)NCCN1CCOCC1 (centres undefined),3,11,-4,-3,-0.2,-9,14,-0.2,21,-10,0
C/C=C/C(=O)OCC(=O)NC(=O)NC(C)C,0,11,3,-4,1.6,0,-5,0.1,9,0,-1
COc1ccccc1OCCSc1nnnn1C1CCCCC1,6,-172,-44,-8,-0.8,-20,-73,0.0,-5,-93,-2
O=C1N=C(N2CCOCC2)S/C1=C\C=C/c1ccccc1,-9,-149,-44,31,2.3,-54,-58,-0.2,3,-390,-2
N#Cc1cn(CC(=O)NCc2cccnc2)c2ccccc12,-4,-16,3,2,0.3,14,7,0.4,4,-190,-2
O=C(COC(=O)c1cc[n+]([O-])cc1)Nc1cccc(Cl)c1Cl,9,3,-12,3,0.2,-19,-8,0.0,-2,0,7
CN(CC(=O)Nc1ccc(Cl)c(C(F)(F)F)c1)C(=O)c1ccc(N2CCOCC2)c([N+](=O)[O-])c1,-5,-9,17,0,-0.4,0,63,0.0,20,35,-1
COc1cc(/C=N/NC(=O)CCn2c3ccccc3c3ccccc32)ccc1O,2,9,21,41,0.7,5,-17,0.8,-10,13,3
Cn1nc(C(C)(C)C)cc1C(=O)NCc1ccc(N2CCCC2=O)cc1,12,5,60,21,-2.3,23,92*,4.7*,8,7,2
O=C(Nc1nccs1)c1nc[nH]c1C(=O)NCc1ccccc1,21,9,16,-2,-3.5,-21,0,0.4,-28,11,-2
COc1ccc(/C=N/n2c(-c3cccs3)n[nH]c2=S)cc1,0,10,4,6,4.1,-16,-11,0.1,4,-3,-2
NCCCCCC(=O)N/N=C/c1ccc2nccnc2c1,-5,7,3,-4,0.4,8,2,0.1,22,2,5
Cc1ccc(S(=O)(=O)N(C)C[C@H]2Oc3c(NC(=O)Nc4cccc5ccccc45)cccc3C(=O)N([C@@H](C)CO)C[C@@H]2C)cc1,-14,-10,2,24,-0.8,13,4,-0.2,-19,19,·
O=C(COc1ccc2ccccc2c1)Nc1nccs1,-22,-66,12,75*,-1.2,-30,13,0.0,12,-98,-4
COc1ccc(S(=O)(=O)NCc2ccco2)cc1C(=O)N1CCOCC1,0,12,-43,14,-0.3,·,-9,-0.2,7,8,2
O=C(Nc1nc2ccccc2s1)c1ccc(OCC2CCCO2)cc1 (centres undefined),-5,-96,25,93*,-2.8,16,-191,0.3,-13,-33,0
CC[C@@H](C)C(NC(=O)OC(C)(C)C)c1cn([C@@H](Cc2ccc(O)cc2)C(=O)N2CCN(C(=O)OC(C)(C)C)CC2)nn1 (some centres undefined),14,-15,-7,2,0.2,-10,-5,0.2,-39,6,3
COc1cccc(CC(=O)Nc2ccc3c(c2)CCC3)c1,12,-111,3,-6,0.2,-13,-25,-0.1,-9,-56,0
O=C(CCC(=O)N/N=C/c1cc(Cl)cc(Cl)c1O)NCc1ccccc1,-3,10,5,4,-0.9,19,-30,0.2,16,22,1
Cc1cc(C)n2nc(C(=O)OCC(=O)Nc3ccc(Cl)cc3)nc2n1,-2,-2,9,17,-0.7,·,-4,-0.2,13,-11,·
CCNC(=O)N1CCN(C(=O)NCC)CC1,5,10,-1,2,0.1,-1,-10,-0.2,-2,1,3
CC(=O)c1ccc(-c2ccc(C(=O)N(C)c3c(N)n(Cc4ccccc4)c(=O)[nH]c3=O)o2)cc1,3,3,-6,-4,-0.4,-8,7,-0.2,-16,6,0
CCOC(=O)C1=C(CC)Nc2ccccc2N/C1=N\S(=O)(=O)c1ccc(C(=O)OCC)cc1,3,11,11,1,1.5,15,-3,0.0,4,20,3
Cc1cc(-n2c(C)cc(C(=O)COc3cccnc3[N+](=O)[O-])c2C)no1,-7,-73,7,-3,-0.3,-2,-12,-0.1,17,-64,·
COCCCNC(=O)C1CCN(S(=O)(=O)N(CC(C)C)CC(C)C)CC1,5,11,-30,19,-2.5,-5,13,0.2,5,14,3
O=C1CN(C(=O)CSc2nc3ccccc3c(=O)n2Cc2ccc(F)cc2)c2ccccc2N1,-9,17,15,16,0.0,13,12,0.4,6,16,2
COc1ccccc1CCNS(=O)(=O)CCNC(=O)c1ccc2c(c1)OCO2,-1,0,4,-8,-0.3,-6,-9,-0.2,6,-8,-3
CCOC(=O)c1c(NC(=O)COC(=O)CNC(=O)c2ccco2)sc(C)c1C,2,7,-5,8,1.0,2,12,-0.1,2,-4,5
Fc1ccc(CNCCC(Cc2ccccc2)c2ccco2)cc1 (centres undefined),8,4,·,2,2.0,3,-6,1.2,-31,0,-4
COc1ccc(NC(=O)CSc2nnc(-c3ccccn3)n2N)c(OC)c1,2,17,15,5,0.8,10,14,0.6,2,12,-1
CC1(C)Cc2[nH]c(=O)c(C#N)cc2CS1,2,11,0,-5,-1.6,7,-18,0.1,1,9,1
COc1cccc(NC(=O)CCC2CCN(C(=O)c3c(C)noc3C)CC2)c1,8,-15,-11,4,-0.5,-5,-15,-0.2,-8,-7,5
CCCC(C(=O)NC1CCCC1)N(Cc1ccc2c(c1)OCO2)C(=O)c1snc(C(N)=O)c1N (centres undefined),-3,9,20,6,-0.7,-4,21,-0.2,9,21,2
CCCCn1c(N)c(N(Cc2ccccc2OC)C(=O)CN2C(=O)NC(C)(c3ccccc3)C2=O)c(=O)[nH]c1=O (centres undefined),-9,-18,2,-6,0.1,-10,-25,0.2,10,-11,2
COC(=O)CNC(=O)c1ccc(=O)oc1,-4,2,5,10,3.3,8,-15,-0.1,4,8,-1
Cc1ccc(S(=O)(=O)NCCOc2nc(N3CCOCC3)nc(N3CCOCC3)n2)cc1,2,-1,3,-35,-2.1,4,13,-0.3,-2,9,-2
CSc1nc(-c2ccc(C)cc2)[nH]c1S(=O)(=O)c1ccccc1,2,7,12,23,1.5,8,2,0.3,-10,15,2
Cc1noc(C)c1C(=O)N1CCC(C(=O)c2ccc(F)cc2F)CC1,-6,11,3,-14,0.3,0,-15,-0.1,-8,12,0
NC(Cc1ccccc1)c1csc(Nc2cc(Oc3ccccc3)ncn2)n1 (centres undefined),-20,4,15,-17,-0.8,·,-18,6.8,23,55*,·
CC(C)NC(=O)C1(C)CCCN1Cc1ccccc1C#N (centres undefined),4,4,-1,-4,-2.0,·,4,0.2,1,4,·
NC1=NC(=O)/C(=C/c2cn(Cc3ccccc3)c3ccccc23)S1,-11,-141,-2,7,-1.5,-10,17,0.0,18,-71,4
O=C(OCc1csc(-c2ccccc2)n1)c1ccc(O)cc1,4,-48,-71,14,-0.3,-98,-78,0.0,-7,-283,6
O=C(CC[C@H]1O[C@@H](n2cnc3c(NC(=O)c4ccccc4)ncnc32)[C@H](O)[C@@H]1O)NCc1nc2ccccc2[nH]1,11,12,-2,6,1.2,·,-12,0.2,-32,-8,·
CC(=O)Nc1ccc(N2CC(C)(C)C2=O)cc1,4,0,-26,14,0.5,-4,-5,-0.3,4,-11,0

# Complete entries, looked up by structure.
# Profile of O=C(Nc1nccs1)c1nc[nH]c1C(=O)NCc1ccccc1 : KKLEB cytotox: 21; HIF-2a inh: 9; Shn3 inh set2: 16; TWEAK Fn14 block: -2; iPSC survival up: -3.5; MITF TRPM1 inh: -21; NR2E3 ag-1: 0; aDG glyco act: 0.4; CF NFkB block: -28; Peg3 prom inh: 11; NR2E3 ag-2: -2
# Profile of COc1ccccc1CCNS(=O)(=O)CCNC(=O)c1ccc2c(c1)OCO2 : KKLEB cytotox: -1; HIF-2a inh: 0; Shn3 inh set2: 4; TWEAK Fn14 block: -8; iPSC survival up: -0.3; MITF TRPM1 inh: -6; NR2E3 ag-1: -9; aDG glyco act: -0.2; CF NFkB block: 6; Peg3 prom inh: -8; NR2E3 ag-2: -3

# Screens from PubChem BioAssay.
